Source: PubChem BioAssay
CatB mix inh = inhibitors of human cathepsin B in compound mixtures | AID 488 | inhibition, %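 (ten-compound pools at 5 µM per compound and 50 µM total)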 | Purified cathepsin B, AMC dipeptide fluorescence | 0.06% of 62,000 active; in the data active = inhibition above about 22%, passing the limit was not always enough; inconclusive = no clear call, values can overlap the other calls;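 note: 0% = enzyme without compound and 100% = no enzyme blank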
C1s inh = blocks human complement C1s protease activity | purified C1s, fluorogenic AMC substrate, pooled mixtures | AID 538 | 0.16% of 62,000 active | P09871 | mean inhibition % of two 10-compound mixtures (hits give high values), % at 5 µM (by protocol);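 active = inhibition above 20% in each of the two 10-compound mixture wells holding the compound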;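 note: 0% = enzyme wells lacking compound mixture and 100% = no-enzyme blank wells; some compounds called inactive have numbers as strong as hits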
CatB block = inhibitors of human cathepsin B; 0.1% of 63,000 active; inhibition, %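 (tested at 10 µM)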; P07858; purified cathepsin B, fluorogenic substrate, fluorescence; in the data active = inhibition above about 21%;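 note: 0% = enzyme with no compound and 100% = no enzyme blank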
Cathepsin G inh = blocks human cathepsin G enzyme activity; P08311; 0.2% of 62,000 active; AID 581; purified enzyme, AMC-tetrapeptide fluorescence, pooled mixtures; inhibition, % at 5 µM (by protocol);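 active = inhibition above 20% in each of the two mixture wells holding the compound; inactive = inhibition of 20% or less in either well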;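 note: 0% = enzyme control without mixture and 100% = blank lacking enzyme; strong numbers were not always called active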
Target sequence (P08311 21-244 limits assumed): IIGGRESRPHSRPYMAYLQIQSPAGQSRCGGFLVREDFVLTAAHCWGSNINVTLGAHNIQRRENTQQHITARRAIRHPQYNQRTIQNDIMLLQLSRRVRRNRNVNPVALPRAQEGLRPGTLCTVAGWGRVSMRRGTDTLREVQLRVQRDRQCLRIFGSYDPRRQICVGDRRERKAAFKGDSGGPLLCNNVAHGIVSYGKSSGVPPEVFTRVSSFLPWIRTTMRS
CatS inh = inhibitors of human cathepsin S; inhibition, %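 (tested at 5 µM per compound within 10-compound mixtures)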; AID 501; P25774; 0.06% of 62,000 active; recombinant cathepsin S, AMC dipeptide fluorescence, pooled mixtures; in the data active = inhibition above about 32%, passing the limit was not always enough; inconclusive = no clear call, values can overlap the other calls;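 note: 0% = enzyme without compound and 100% = blank without enzyme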
Target sequence (P25774 115-331 limits assumed): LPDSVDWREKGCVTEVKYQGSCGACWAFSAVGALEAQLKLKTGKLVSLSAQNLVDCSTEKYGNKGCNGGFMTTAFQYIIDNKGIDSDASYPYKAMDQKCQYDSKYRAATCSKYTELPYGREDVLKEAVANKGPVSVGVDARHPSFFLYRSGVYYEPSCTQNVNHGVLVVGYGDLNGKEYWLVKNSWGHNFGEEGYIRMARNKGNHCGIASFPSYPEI
PKA kinase inh = inhibitors of human protein kinase A. PKA Kemptide phosphorylation, Kinase-Glo ATP luminescence. inhibition, % at 6 µM. 0.1% of 65,000 active. AID 524;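 active = inhibition above the screen-wide mean inhibition plus 3 SD, cut at about 21% in these data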; note: many of its hits are not listed in these tables
CatL block = inhibitors of human cathepsin L | P07711 | purified cathepsin L, fluorogenic substrate, fluorescence | inhibition, %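 (tested at 10 µM)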 | 0.17% of 58,000 active; in the data active = inhibition above about 45%;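 note: 0% = enzyme with no compound and 100% = no enzyme blank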
Target sequence (P07711 114-288 limits assumed): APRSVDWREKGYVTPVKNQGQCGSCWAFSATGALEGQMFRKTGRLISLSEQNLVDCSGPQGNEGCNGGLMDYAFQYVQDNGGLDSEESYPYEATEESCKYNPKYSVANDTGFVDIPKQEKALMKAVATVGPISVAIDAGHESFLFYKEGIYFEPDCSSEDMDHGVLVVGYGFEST
Target sequence (P07711 292-333 limits assumed): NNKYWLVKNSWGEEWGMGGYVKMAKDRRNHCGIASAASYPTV
HER2 expr 66K = lowers expression of human Her2 kinase; P04626; SKBR-3 HER2 protein level, AlphaScreen, 18-24 h; hits give low values; HER2 level % of control, % at 10 µM; 0.69% of 65,000 active; AID 645;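 active = HER2 level under 5% of the carrier-only control; inconclusive = no clear call, values can overlap the other calls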;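 note: 100% = DMSO carrier and 0% = 500 nM PU-H71 HSP90 inhibitor; lower value means stronger loss of Her2 protein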
ROCK2 inh = ROCK2 (human) kinase inhibition; O75116; purified ROCK2, Kinase-Glo ATP depletion luminescence; inhibition, % at 6 µM; 0.35% of 60,000 active; AID 604;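 active = inhibition above the screen-wide mean inhibition plus 3 SD, cut at about 18% in these data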;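 note: plate controls were DMSO wells for no effect and Y-27632 control wells after no-enzyme background subtraction for full effect; many of its hits are not listed in these tables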
An asterisk follows results filed as active; ? = inconclusive; nt = not tested or not shown.

SMILES	CatB mix inh	C1s inh	CatB block	Cathepsin G inh	CatS inh	PKA kinase inh	CatL block	HER2 expr 66K	ROCK2 inh
Cc1nnc(SCC(=O)NCC2CCCO2)n1-c1ccccc1 (stereo not given)	-4	0	1	-2	6	3	10	78	6
Cc1cc(-n2c(SCC(=O)NCc3cccs3)nc3n[nH]c(C)c3c2=N)ccc1Cl	4	-3	8	-1	13	2	6	62	2
Cc1cccc(C)c1NC(=O)C(NC=O)c1ccc(N(C)C)cc1 (stereo not given)	4	-30	-4	-5	1	-3	19	64	-3
Cc1cc(=O)oc2cc(OCC(=O)NCc3cccnc3)ccc12	3	20	0	9	0	6	-2	76	5
COc1ccc(C2CC(=O)N3CN(c4ccc(C)c(Cl)c4)CSC3=C2C#N)cc1 (stereo not given)	3	12	5	7	-8	2	5	95	0
COc1ccc(OC)c(-c2nnc(-c3ccc(C)o3)o2)c1	-2	-21	-1	2	18	-3	-40	86	2
CCCCCCn1c(CN2CCCCC2CC)nc2c1c(=O)n(C)c(=O)n2C (stereo not given)	-2	-1	-8	-2	-1	6	-7	60	2
CNc1ccccc1-n1ccc(-c2ccccc2)n1	10	13	4	13	?	7	2	41	7
CC(C)CNS(=O)(=O)c1ccc(C(=O)Nc2ccc3c(c2)OCCO3)cc1	-3	2	7	6	1	-4	-2	157	0
O=C(CCCC(=O)N(CC(=O)NC1CCCC1)Cc1ccc2c(c1)OCO2)Nc1ccccn1	-1	-1	2	1	0	0	16	82	-2
CSc1nc(-c2ccco2)nn1S(=O)(=O)c1ccc(C)cc1	4	-5	-2	9	-2	2	nt	116	3
O=C1CC(c2cccnc2)c2cc3c(cc2N1)OCCO3 (stereo not given)	6	-4	1	-1	5	-6	0	113	-1
Cc1ccc(C2SCC(=O)N2Cc2cn3ccsc3n2)o1 (stereo not given)	-4	-25	1	-2	4	7	19	90	4
COc1ccc(NC(=O)CSc2nc(NS(=O)(=O)c3ccccc3)cc(=O)[nH]2)cc1	8	-5	-2	3	24	1	9	102	-3
CCOc1ccc(CNC(=O)C2CCN(S(=O)(=O)CC)CC2)cc1OC	1	-25	-2	8	-3	12	-1	78	3
O=C(CCc1nc(-c2ccccc2)no1)NCC1CCCO1 (stereo not given)	0	-11	1	-2	-4	12	4	117	4
O=C(c1ccc(F)cc1)N(Cc1ccccc1)C1CCS(=O)(=O)C1 (stereo not given)	4	0	-2	-2	-2	-4	1	142	5
CCN(CC)c1ccc(-c2nc3cnccc3n2C)cc1	0	-24	0	1	-1	-9	-3	98	-8
Cc1cc(Cl)ccc1N1C(=O)CC(SCCC(=O)O)C1=O (stereo not given)	-7	-100	5	-15	2	-1	14	116	0
CCOC(=O)N1CCN(C(=O)CS(=O)Cc2nc(-c3ccc(C)cc3)oc2C)CC1 (stereo not given)	3	-53	2	-11	9	4	nt	69	-9
CC(=O)c1c(C)[nH]c(C(=O)CSc2nnc(-c3ccco3)n2Cc2ccccc2)c1C	-4	12	6	17	6	6	10	95	3
CC(=O)c1c(C)[nH]c(C(=O)NCCCN2CCCC2)c1C	3	13	0	10	-2	8	2	123	6
CCOC(=O)Cn1c(CN2CCN(c3cccc(Cl)c3)CC2)nc2c1c(=O)[nH]c(=O)n2C	5	17	5	15	7	5	29	119	5
Fc1cccc(F)c1CN1CCN(c2ncccn2)CC1	1	13	2	20	0	7	11	113	4
c1ccc(Cn2nnnc2C(c2cccs2)N2CCOCC2)cc1 (stereo not given)	-5	-17	4	25	50	14	17	88	6

Some of the entries so far, as a markdown table.
| molecule | CatB mix inh | C1s inh | CatB block | Cathepsin G inh | CatS inh | PKA kinase inh | CatL block | HER2 expr 66K | ROCK2 inh |
| --- | --- | --- | --- | --- | --- | --- | --- | --- | --- |
| Cc1ccc(C2SCC(=O)N2Cc2cn3ccsc3n2)o1 (stereo not given) | -4 | -25 | 1 | -2 | 4 | 7 | 19 | 90 | 4 |
| COc1ccc(NC(=O)CSc2nc(NS(=O)(=O)c3ccccc3)cc(=O)[nH]2)cc1 | 8 | -5 | -2 | 3 | 24 | 1 | 9 | 102 | -3 |
| CCOc1ccc(CNC(=O)C2CCN(S(=O)(=O)CC)CC2)cc1OC | 1 | -25 | -2 | 8 | -3 | 12 | -1 | 78 | 3 |
| O=C(CCc1nc(-c2ccccc2)no1)NCC1CCCO1 (stereo not given) | 0 | -11 | 1 | -2 | -4 | 12 | 4 | 117 | 4 |
| O=C(c1ccc(F)cc1)N(Cc1ccccc1)C1CCS(=O)(=O)C1 (stereo not given) | 4 | 0 | -2 | -2 | -2 | -4 | 1 | 142 | 5 |
| CCN(CC)c1ccc(-c2nc3cnccc3n2C)cc1 | 0 | -24 | 0 | 1 | -1 | -9 | -3 | 98 | -8 |

Continued.
SMILES	CatB mix inh	C1s inh	CatB block	Cathepsin G inh	CatS inh	PKA kinase inh	CatL block	HER2 expr 66K	ROCK2 inh
O=C(O)C=C1C2CC3CC(C2)CC1C3	-8	-100	nt	-2	-17	12	nt	109	7
CCOC(=O)c1sc(C)nc1C1CCN(C(=O)OCC)CC1	-1	-63	1	2	5	5	20	81	6
CCOC(=O)c1[nH]c(C)c(C(=O)NC(C)CC)c1C (stereo not given)	3	17	-2	10	-2	-6	-5	93	-3
Cc1cc(C)n2nc3nc(N4CCCCC4)nc(-c4ccco4)c3c2n1	10	2	2	7	-3	8	-4	79	4
CCOc1ccccc1N1C(=O)CC(Nc2ccc(N3CCOCC3)cc2)C1=O (stereo not given)	6	8	-3	11	-2	-4	-1	79	-2
Cc1cc(C)nc(N(C#N)S(=O)(=O)c2ccccc2)n1	3	-1	4	6	-1	2	19	84	3
O=C(CSCc1ccccc1)N1CCN(c2ccc(F)cc2)CC1	1	-1	4	-1	1	nt	nt	72	nt
O=C1N(CN2CCN(c3cccc(Cl)c3)CC2)c2ccccc2C12OCCCO2	1	-4	5	6	16	5	15	126	3
COc1cccc(NC(=O)N2CCCC2C(=O)Nc2ccc3c(c2)OCO3)c1 (stereo not given)	7	0	-2	3	10	1	2	114	nt
O=S(=O)(c1ccccc1)N1CCN(S(=O)(=O)c2ccccc2)C1	3	-110	4	-30	-4	-2	7	93	-3
CCOCCCn1c(=S)[nH]c2cc(C(=O)N3CCC(C(N)=O)CC3)ccc2c1=O	0	11	2	11	-4	10	4	94	nt
COC(=O)c1[nH]c2cc(C)ccc2c1NC(=O)CN1CCN(c2ccccc2OC)CC1	2	-9	2	10	-3	9	11	62	3
CCn1c(=O)c2c(n3cnnc13)-c1ccccc1CC21CCCCC1	4	1	-8	-1	-8	0	-8	93	2
N#Cc1c(NC(=O)c2ccncc2)sc2c1CCC2	0	1	1	1	8	-8	2	112	0
CN(C(=O)c1ccno1)c1nnc(-c2ccccn2)s1	5	-1	-5	7	-3	3	9	108	2
O=C(OC(C(=O)NC1CCCC1)c1ccccc1F)c1ccco1 (stereo not given)	1	4	-1	7	-1	9	-3	109	7
CC(=O)NC(CCS(C)(=O)=O)C(=O)Nc1cccc(C)c1C (stereo not given)	7	10	0	11	10	3	21	103	3
c1csc(Cc2nn3c(-c4ccncc4)nnc3s2)c1	nt	nt	-1	nt	nt	1	17	63	0
CCCn1c2ccccc2c2nnc(SCC(=O)OCC)nc21	9	3	-4	5	12	8	10	93	nt
CC1CN(c2oc(-c3ccco3)nc2S(=O)(=O)c2ccccc2)CC(C)O1 (stereo not given)	-6	3	2	7	0	7	-10	120	3
CCOC(=O)C1=C(C)N=C(/N=C/N(C)C)SC1c1ccccc1 (stereo not given)	5	-13	-2	-2	5	-1	8	65	1
O=C(Nc1nc(-c2cc(Cl)sc2Cl)cs1)c1cccs1	-11	-168	3	-20	-17	10	-11	56	4
CCOC(=O)N1CCC(NC(=O)c2cccc3c2C(=O)N(CCOC)C3)CC1	-3	-106	5	0	-7	-3	11	101	2
O=C(COc1ccc(S(=O)(=O)NC2CCCCC2)cc1)N1CCN(c2ccc(F)cc2)CC1	-4	0	-3	1	5	6	15	100	3
CCCN(CCC)CCNC(=O)C1CCCN(S(=O)(=O)c2ccc3c(c2)oc(=O)n3C)C1 (stereo not given)	-4	-20	3	-12	-2	5	15	162	-3

Random excerpt: 6 compounds from above, in no set order.
SMILES	CatB mix inh	C1s inh	CatB block	Cathepsin G inh	CatS inh	PKA kinase inh	CatL block	HER2 expr 66K	ROCK2 inh
CCOc1ccccc1N1C(=O)CC(Nc2ccc(N3CCOCC3)cc2)C1=O (stereo not given)	6	8	-3	11	-2	-4	-1	79	-2
Cc1cc(C)nc(N(C#N)S(=O)(=O)c2ccccc2)n1	3	-1	4	6	-1	2	19	84	3
O=C1CC(c2cccnc2)c2cc3c(cc2N1)OCCO3 (stereo not given)	6	-4	1	-1	5	-6	0	113	-1
CC(=O)c1c(C)[nH]c(C(=O)CSc2nnc(-c3ccco3)n2Cc2ccccc2)c1C	-4	12	6	17	6	6	10	95	3
CCOCCCn1c(=S)[nH]c2cc(C(=O)N3CCC(C(N)=O)CC3)ccc2c1=O	0	11	2	11	-4	10	4	94	nt
CCN(CC)c1ccc(-c2nc3cnccc3n2C)cc1	0	-24	0	1	-1	-9	-3	98	-8

Other entries
SMILES	CatB mix inh	C1s inh	CatB block	Cathepsin G inh	CatS inh	PKA kinase inh	CatL block	HER2 expr 66K	ROCK2 inh
CC(=O)Nc1coc2ccc(Br)cc12	-3	-17	2	-5	-8	6	-2	70	7
CC1Cc2ccccc2N1S(=O)(=O)c1cccc(C(=O)OCC(=O)NC2CCS(=O)(=O)C2)c1 (stereo not given)	0	1	-4	4	2	0	1	70	nt
Cc1ccccc1-n1c(Cn2c(=O)sc3ccccc32)nnc1SCC(=O)NCC1CCCO1 (stereo not given)	3	-12	1	4	-3	7	nt	87	2
CN1C(=O)C2(OCC(COc3ccc(Cl)cc3)O2)c2ccccc21 (stereo not given)	4	11	3	8	-11	5	6	107	5
Cc1cc(C(=O)CSc2nnc(-c3ccco3)o2)c(C)n1CC1COc2ccccc2O1 (stereo not given)	4	-3	3	0	-4	-2	-3	98	0
N#Cc1cc2c(nc1SCC(=O)N1CCCCC1)CCCC2	6	-16	5	-13	13	-4	-2	94	-1
CCOC(=O)c1[nH]c2ccc(Br)cc2c1NC(=O)CCN1CCC(C(=O)OCC)CC1	-1	-7	0	9	13	5	-4	82	5
CC(C)OC(=O)CSc1nnc(-c2cccnc2)n1Cc1ccccc1	6	-4	-4	0	5	12	4	106	8
Nc1ncnc2oc(-c3ccco3)c(-c3ccco3)c12	7	-8	11	-3	15	5	-12	103	5
Cc1ccc(-c2nnc(N(C)C(=O)C3CCCO3)s2)cn1 (stereo not given)	13	-28	4	-21	-1	8	-3	84	0
CCOC(=O)C1=C(N)OC2=C(C(=O)CC(C)(C)C2)C1c1ccco1 (stereo not given)	8	0	6	-10	11	6	14	94	4
CCOC(=O)N1CCC(N(CCCOC)C(=O)Nc2ccc(CC)cc2)CC1	2	-24	1	2	-11	2	-2	112	-4
CC1C/C=C/C=C/C=C/C=C/C(O[C@@H]2O[C@H](C)[C@@H](O)[C@H](N)[C@@H]2O)CC2OC(O)(CC(O)CC3OC3/C=C/C(=O)O1)CC(O)C2C(=O)O (stereo not given in full)	-6	-5	0	10	-1	-4	7	95	5
CCc1ccccc1NS(=O)(=O)c1ccc(SC)cc1	4	18	1	10	-6	0	-4	101	1

Not all compounds are listed; the hit share may differ from the screen's.
